Assay outcomes deposited in PubChem BioAssay by several laboratories.
GalR3 antag: antagonists of human GalR3 | O60755 | HEK293 GalR3-CNG cAMP membrane potential fluorescence; galR3 body fused to GalR1 C-terminus | inhibition, % at 3 µM | 360,000 tested, 0.44% active | AID 651719;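 active means inhibition above the screen-wide average plus 3 SD, cut at about 13% in these data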;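 further: forskolin and galanin both at EC90 stimulate the cells; cAMP rise reported by CNG channel membrane potential dye signal; 0% = forskolin plus galanin with DMSO and 100% = forskolin alone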
Target sequence (O60755 1-299 limits assumed): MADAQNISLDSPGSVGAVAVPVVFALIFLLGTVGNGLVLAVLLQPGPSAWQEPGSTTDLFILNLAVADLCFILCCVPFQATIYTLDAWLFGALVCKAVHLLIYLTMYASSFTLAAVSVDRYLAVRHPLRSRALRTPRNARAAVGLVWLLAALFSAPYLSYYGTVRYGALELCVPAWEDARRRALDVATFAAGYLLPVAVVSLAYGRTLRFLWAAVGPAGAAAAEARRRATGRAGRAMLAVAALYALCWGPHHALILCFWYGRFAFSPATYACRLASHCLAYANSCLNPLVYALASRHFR
MEKK2mut PB1 HTS: signal of MEK5 binding to mutant human MEKK2 PB1 domain. 290,000 tested, 0.35% active. percent response, % at 10 µM. bead flow cytometry, Alexa488-MEK5 binding to MEKK2 mutant. AID 1530; in the data active means percent response above about 24%, passing the limit was not always enough; further: inactives centre near 1; some results filed as inactive read as strong as hits
CRFR2-BP antag: antagonists of CRF-binding protein/CRF-R2 receptor complex; HEK293 CRF-R2/CRF-BP, CRF-induced calcium fluorescence; inhibition, % at 11.8 µM; 350,000 tested, 0.59% active; AID 588475;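 active means inhibition of the ligand-induced calcium signal above about 50% at the single tested concentration, limit read from the data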
CRFBP-R2 agonist: agonists of human CRF-binding protein/CRF-R2 receptor complex; AID 588473; HEK293 CRF-R2/CRF-BP, calcium dye fluorescence (FLIPR); percent of saturating CRF peptide response; activation, % at 13.2 µM; 350,000 tested, 0.46% active;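 active means activation of at least 50%, plus an integration ratio under a set limit after plate pattern correction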;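 further: plate controls were neutral control wells without compound for no effect and CRF at EC100 for full effect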
MEKK3 PB1 HTS: raises or lowers MEK5 binding to the human MEKK3 PB1 domain; Q99759; bead-based flow cytometry, Alexa488-MEK5 binding to MEKK3; actives lie on both sides; 0 = blocked by unlabeled MEK5, 100 = vehicle; binding response (% of control), % at 10 µM; 290,000 tested, 1.4% active;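 active means binding response more than 3 SD above or below the average of its plate-row segment, actives on both sides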;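 further: Alexa488 bead fluorescence after subtracting the streptavidin-only scavenger bead signal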
Target sequence (Q99759 whole entry, looked up, the tested form may be a part): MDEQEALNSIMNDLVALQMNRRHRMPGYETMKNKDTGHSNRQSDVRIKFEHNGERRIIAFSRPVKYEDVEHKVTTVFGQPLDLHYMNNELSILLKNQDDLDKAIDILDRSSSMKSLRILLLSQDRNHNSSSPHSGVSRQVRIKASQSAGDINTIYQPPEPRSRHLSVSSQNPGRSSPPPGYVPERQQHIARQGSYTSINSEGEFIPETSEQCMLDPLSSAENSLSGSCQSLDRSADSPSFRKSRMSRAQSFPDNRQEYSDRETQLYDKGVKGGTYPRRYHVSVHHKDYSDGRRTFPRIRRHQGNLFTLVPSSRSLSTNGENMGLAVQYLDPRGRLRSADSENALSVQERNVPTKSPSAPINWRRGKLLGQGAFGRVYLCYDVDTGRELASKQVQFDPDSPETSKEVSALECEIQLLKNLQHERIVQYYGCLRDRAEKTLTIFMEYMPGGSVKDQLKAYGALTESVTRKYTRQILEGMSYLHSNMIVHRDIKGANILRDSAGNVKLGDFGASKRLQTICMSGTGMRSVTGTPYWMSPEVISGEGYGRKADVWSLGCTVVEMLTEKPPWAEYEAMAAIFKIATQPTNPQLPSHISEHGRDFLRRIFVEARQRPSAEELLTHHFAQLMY
DNA FID counter: fluorescent intercalator displacement, NS3 helicase counter-screen | DNA fluorescent intercalator displacement, fluorescence | inhibition, % at 7.9 µM | 290,000 tested, 0.17% active; in the data active means inhibition above about 37%;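 further: 0% = vehicle and 100% = reference compound; higher means more ethidium bromide displaced from hairpin DNA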
NS3 helicase inh: blocks Hepatitis C virus NS3 helicase unwinding. NS3 helicase DNA unwinding, Cy5 molecular beacon fluorescence. inhibition, % at 10.9 µM. 290,000 tested, 0.56% active;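 active means inhibition above the mean of all tested compounds plus 3 SD, set per campaign, cut at about 35% in these data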;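 further: 0% = DMSO wells and 100% = thioflavine S control wells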
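System: Hepatitis C virus NS3 helicase domain fragment enzyme | Reagent: Annealed dual-labelled DNA beacon duplex, ATP-started | Compound dosing: 10.9 µM single point, 0.8% DMSO | Incubation: 1 h reaction at 25 °C, ATP-initiated | Technique: Cy5 fluorescence | Evaluation: Percent inhibition from t60/t0 fluorescence ratio | Benchmarks: Low DMSO, high thioflavine S at 110 µM | Replication: Singlicate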
SUMO HTRF inh: SUMOylation inhibition. P63279. HTRF SUMOylation assay, SAE1/SAE2 + UBC9, in vitro. inhibition, % at 35 µM. 290,000 tested, 0.36% active. AID 2006; in the data active means inhibition above about 50%, passing the limit was not always enough; further: strong numbers were not always called active
Target sequence (P63279 whole entry, looked up): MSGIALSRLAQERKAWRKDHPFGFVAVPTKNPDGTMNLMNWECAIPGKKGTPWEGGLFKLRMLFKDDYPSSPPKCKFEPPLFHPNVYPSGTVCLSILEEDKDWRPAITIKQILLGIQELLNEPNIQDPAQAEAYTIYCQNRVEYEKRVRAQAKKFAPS
MEKK2 WT-MEK5: raises or lowers MEK5 binding to wildtype human MEKK2 PB1 domain; Q9Y2U5; bead flow cytometry, Alexa488-MEK5 binding to MEKK2 WT; actives lie on both sides; binding response (% of control), % at 10 µM; 290,000 tested, 1.1% active; AID 1531; in the data active means binding response below about 67% or above about 130%
The depositor's hits bear a star; . = not tested or not shown. A portion of the library; rates above refer to the full screens.

SMILES	GalR3 antag	MEKK2mut PB1 HTS	CRFR2-BP antag	CRFBP-R2 agonist	MEKK3 PB1 HTS	DNA FID counter	NS3 helicase inh	SUMO HTRF inh	MEKK2 WT-MEK5
COc1ccccc1-n1c(C)nc(=O)c(-c2ccccc2)c1C	-7	5	11	-1.4	106	-13	-1	4	110
CCc1ccc(-c2cc3c(=O)n(CC(=O)NCCN4CCCCC4C)nc(C)n3n2)cc1 (stereo unspecified)	-3	2	-18	1.6	105	27	-32	-1	114
COc1ccc(/C=N/n2c(C)nc3ccccc3c2=O)cc1OC	-9	0	23	-0.1	101	-14	-3	7	104
CCN1C(=O)C(CC(=O)Nc2ccc(Br)cc2)N(CCCc2ccccc2)C1=S (stereo unspecified)	-4	2	-14	4.9	99	-2	-9	-17	101
COc1ccccc1NC(=O)c1ccc(-n2ccnc2)c([N+](=O)[O-])c1	-9	-2	-9	3.2	103	-5	-10	11	102
CCCOc1ccc(/C(O)=C2\C(=O)C(=O)N(c3ccccn3)C2c2ccccc2F)cc1C (stereo unspecified)	-11	1	10	-0.5	102	-38	47*	19	100
O=C1[C@H]2[C@@H](/C=C/c3ccccc3)N3C(=O)CN(Cc4ccccn4)C(=O)[C@@]3(Cc3ccccc3)[C@H]2C(=O)N1c1ccccc1	-3	10	5	2.6	103	-35	4	0	101
Cc1noc(C)c1COc1ccc(C(=O)O)cc1	-8	-13	12	1.4	100	1	1	8	92
Fc1cc(Cl)ccc1NC(=S)NCCN1CCOCC1	-4	-3	6	-0.5	96	-2	-10	8	94
Cc1cc(C)cc(N(CC(=O)NC(C)C)C(=O)CCC(=O)Nc2ccccn2)c1	-8	14	-3	-0.6	104	-36	9	9	110

Pulled by structure from above, four records:
SMILES	GalR3 antag	MEKK2mut PB1 HTS	CRFR2-BP antag	CRFBP-R2 agonist	MEKK3 PB1 HTS	DNA FID counter	NS3 helicase inh	SUMO HTRF inh	MEKK2 WT-MEK5
COc1ccccc1NC(=O)c1ccc(-n2ccnc2)c([N+](=O)[O-])c1	-9	-2	-9	3.2	103	-5	-10	11	102
COc1ccccc1-n1c(C)nc(=O)c(-c2ccccc2)c1C	-7	5	11	-1.4	106	-13	-1	4	110
Cc1noc(C)c1COc1ccc(C(=O)O)cc1	-8	-13	12	1.4	100	1	1	8	92
CCCOc1ccc(/C(O)=C2\C(=O)C(=O)N(c3ccccn3)C2c2ccccc2F)cc1C (stereo unspecified)	-11	1	10	-0.5	102	-38	47*	19	100

Additional records
SMILES	GalR3 antag	MEKK2mut PB1 HTS	CRFR2-BP antag	CRFBP-R2 agonist	MEKK3 PB1 HTS	DNA FID counter	NS3 helicase inh	SUMO HTRF inh	MEKK2 WT-MEK5
COc1ccc(C2CC(c3ccccc3)Nc3nc(NC(=O)c4ccco4)nn32)cc1 (stereo unspecified)	0	3	23	0.1	105	-34	0	26	103
CCN1C(=O)CS/C1=N\c1nccs1	-1	6	-4	-0.9	98	2	-2	15	102
Cc1ccc(/C=C(/C#N)C(=O)NC(=O)Oc2ccccc2)cc1	-2	3	-19	0.5	101	0	-4	9	103
Cc1cccc(NC(=O)CCS(=O)(=O)c2cc3c(cc2Cl)NC(=O)CO3)c1	2	4	23	-0.7	102	-2	3	3	104
CCc1ccc(NC(=O)C2=CC(c3ccc(OC)c(OC)c3)=NS(=O)(=O)N2C)cc1	.	-2	-6	17	101	-17	-39	-3	98
CCCOc1ccc(/C=N/NC(=O)C(=O)Nc2ccccn2)cc1	-11	-2	-8	-1.0	101	-10	-2	27	95
CC1SC(c2ccc(F)cc2)N(CCc2ccccc2)C1=O (stereo unspecified)	-9	-2	8	0.3	101	-20	-7	-2	105
COc1ccc(NC(=O)N2CCC(O)(c3cccnc3)CC2)c(OC)c1	0	2	8	-1.1	104	4	-6	-3	108
O=C(O)c1cc(=O)cc(C(=O)O)[nH]1	-4	5	-8	2.5	101	2	4	-2	100
Cc1cc(Cl)ccc1OCCCC(=O)NO	4	2	-2	1.7	103	-4	-3	3	105
S=C(c1ccc(-c2cc(Cl)ccc2Cl)o1)N1CCOCC1	-2	-2	-9	-0.7	103	2	10	5	97
COC(=O)c1ccc(NC(=O)CN(c2ccc3c(c2)OCO3)S(C)(=O)=O)cc1	-2	-1	-9	-1.8	101	-10	0	-2	99
Cc1ccc2cc(C#N)c(NCCCNC(=O)C3CCCO3)nc2c1 (stereo unspecified)	-3	4	15	-2.1	102	-14	6	9	97
CCOC(=O)c1ccc(NC(=O)CN2C(=O)NC3(CCCCCC3)C2=O)cc1	-4	.	-7	-1.1	.	-19	1	4	.
N/C(Cc1ccc([N+](=O)[O-])cc1)=N\OC(=O)c1ccc2ccccc2c1	2	3	9	-0.9	102	0	-2	-18	100
CC(OC(=O)c1ccncc1)C(=O)Nc1ccc([N+](=O)[O-])cc1Cl (stereo unspecified)	-2	-8	48	-3.3	100	5	2	8	92
S=C(NN=C1CCCCCC1)Nc1ccc(Cl)cc1	-1	5	6	4.8	106	-2	2	5	106
CC1Cc2nc(SCC(=O)OCc3ccccc3)n(C)c(=O)c2S1 (stereo unspecified)	.	6	33	-1.6	102	-18	-12	9	102
COc1ccc(C(=O)CN2CCN(S(=O)(=O)c3cccc([N+](=O)[O-])c3)CC2)cc1	-4	-1	7	-2.2	102	2	4	4	102
O=C(O)c1ccccc1C(=O)Nc1ccc(-n2nccc2C(F)(F)F)cc1	0	2	-30	48	101	7	-5	12	101
O=C(CNC(=O)c1ccc(Br)cc1)NCC(=O)OCC(=O)c1ccc(F)cc1	-1	3	3	-1.1	104	-12	-4	-4	107
COc1cccc(C2CC(c3cccc(OC)c3)n3nc(N)nc3N2)c1 (stereo unspecified)	0	6	-17	4.0	106	-18	2	-12	105
CCC1CCCCN1Cc1ccc(OC)c(C)c1 (stereo unspecified)	-2	-5	38	65*	89	12	-4	-1	92
Cc1ccc(-c2nnn(CC(=O)N(CC(=O)NCC3CCCO3)c3ccc(F)c(Cl)c3)n2)o1 (stereo unspecified)	1	9	2	-2.6	102	-23	3	10	106
O=c1[nH]c2ccccc2n1Cc1ccccc1	1	2	-9	-0.3	103	-3	1	6	103
O=C(c1ccccc1)c1cc2ccc(O)cc2oc1=O	-3	2	0	0.8	102	4	10	14	100
Cc1cccc(OCc2nnc(SCC(=O)N(C(C)C)C(C)C)n2Cc2ccco2)c1C	-5	-7	4	-1.2	89	-44	4	-3	91
CCOC(=O)Cc1csc(NC(=O)c2ccc(S(=O)(=O)N(CCOC)CCOC)cc2)n1	-5	5	8	0.0	101	-26	6	5	101
Clc1ccc(-c2nnc(C3CCCCC3)o2)cc1	-3	3	3	-0.1	105	-4	-5	6	111
CCOC(=O)c1sc(NC(=O)CCc2ccccc2)nc1C	-12	2	-4	0.1	107	-7	-12	22	102
COc1cccc(NC(=O)Cn2c(CCC(=O)O)ccc2-c2ccc(C)cc2)c1	-4	-25	-4	-0.1	69	-36	21	7	69
Cc1sc2ncnc(NCCc3ccc(S(N)(=O)=O)cc3)c2c1C	59*	.	5	6.3	.	-4	10	13	.
CCOC(=O)c1cc(OC(=O)c2cccnc2)n(-c2ccccc2)n1	.	2	.	.	100	-26	15	-2	103
CCOc1ccc(C(=O)N/N=C/c2ccccc2[N+](=O)[O-])cc1	0	-2	-19	0.1	88	-2	14	11	94
COc1ccccc1OCCC(=O)OCC(=O)Nc1cccc(Br)c1	0	-2	5	-0.4	100	-14	-15	4	103
O=C(CN1C(=O)C2C3CC(C(Br)C3Br)C2C1=O)Nc1ccc(C(=O)O)cc1 (stereo unspecified)	6	-13	-7	0.9	91	-6	15	19	94
CC1CCCCN1C(=O)CSc1nnc(-c2ccccc2F)o1 (stereo unspecified)	-7	-2	3	-0.9	105	-21	0	-1	100
CC(O)CNCCCOc1cccc(C(F)(F)F)c1 (stereo unspecified)	-5	5	-23	3.7	102	4	4	4	105
Cc1ccc(N2CCN(C(=S)Nc3ccc(Cl)cc3)CC2)cc1	-8	-3	32	4.2	100	-11	7	4	100
N=C1S/C(=C\c2cn[nH]c2-c2ccc(F)cc2)C(=O)N1c1ccccc1F	-8	-1	-5	0.6	93	-2	-7	-2	99
Cc1cc(NC(=O)CSc2nc3ccccc3s2)no1	-3	6	-35	1.3	102	-6	-3	11	105
Cn1ccnc1SCc1nc2c(cnn2-c2ccccc2)c(=O)[nH]1	7	11	4	-1.1	99	-1	10	-31	122
CC(=O)Nc1nonc1C(=O)N1CCC(C)CC1	-6	4	-19	0.5	100	2	3	-2	101
CC(C)c1ccc(NC(=O)CN(Cc2ccccc2)S(C)(=O)=O)cc1	-6	4	3	-1.8	108	-25	-2	-49	109
CC(=O)c1sc(NC(=O)CCNC(=O)c2ccco2)nc1-c1ccccc1	-2	7	-16	-1.5	106	-15	0	17	109
C[C@H]1[C@H](C)CC[C@]2(C(=O)O)CC[C@]3(C)C(=CC[C@@H]4[C@@]5(C)CC[C@H](O)C(C)(C)[C@@H]5CC[C@]43C)[C@H]12	.	2	2	0.8	100	.	.	10	101
COc1cc(C(NC=O)C(=O)Nc2c(C)cccc2C)ccc1O (stereo unspecified)	5	3	6	0.0	102	-2	-7	-3	102
CCCc1cc(C(=O)N/N=C/c2ccc(C)o2)c2ccccc2n1	-4	4	2	-0.7	105	-10	-11	-5	105
Cc1cccc(C(=O)NCCNC(=O)c2cccnc2)c1	-5	2	0	0.7	105	2	6	-1	103
CCCN(C(=O)C(=O)Nc1ccc2nc3n(c(=O)c2c1)CCCCC3)c1ccc(OCC)cc1	-4	-16	15	-2.0	91	-34	-5	8	95
More entries follow.
SMILES	GalR3 antag	MEKK2mut PB1 HTS	CRFR2-BP antag	CRFBP-R2 agonist	MEKK3 PB1 HTS	DNA FID counter	NS3 helicase inh	SUMO HTRF inh	MEKK2 WT-MEK5
COc1cc(NS(=O)(=O)c2ccc(NC(=O)COc3cccc(C)c3)cc2)nc(OC)n1	-7	4	-7	-0.2	102	-41	9	8	100
O=C(O)c1ccc(-c2ccc(/C=c3/sc4nc5ccccc5n4c3=O)o2)cc1Cl	-4	-3	-86	118*	100	-9	63*	30	95
Cc1ccc(S(=O)(=O)N(CC(=O)Nc2cccnc2)c2ccccc2C)cc1	-10	0	1	4.7	97	-22	-8	-3	98
COc1ccc(N/C=C\C(=O)c2ccc(C)cc2)cc1OC	-4	-7	-10	-0.7	94	-18	-28	-5	94
CC(Sc1ccc(Cl)cc1)C(=O)Nc1ccccc1C(=O)N1CCOCC1 (stereo unspecified)	7	8	0	-0.2	108	-10	-1	7	105
CCCCc1nnc(NC(=O)CSCc2cc(=O)n3cc(C)sc3n2)s1	-7	4	4	1.2	97	-27	6	10	97
CCCc1cc(=O)[nH]c(SCC(=O)Nc2c(C)cccc2C)n1	.	5	-8	6.9	104	0	5	2	106
CC(C)OCCCn1c(=NC(=O)c2ccncc2)c(C#N)cc2c(=O)n3ccccc3nc21	-2	1	2	-1.6	101	-2	-1	17	103
CC(=O)NC(C)CCc1ccccc1 (stereo unspecified)	-2	1	-6	2.6	99	-3	8	-2	99
COc1ccc(CCC(=O)N2c3ccccc3CC2C)cc1 (stereo unspecified)	-4	6	18	-0.1	102	-22	-3	-9	96
COc1ccc(CNC(=O)c2cccnc2Sc2ccc(Cl)cc2)cc1	.	4	-16	-0.4	101	-11	1	13	101
Cc1[nH]c2ccccc2c1C(c1ccccn1)N1CCCC1 (stereo unspecified)	-3	3	-18	4.8	97	-2	-10	4	105
Cc1nc2c(cc1C#N)C(=O)c1ccccc1-2	-5	-1	-59	25	103	-1	13	-7	103
